# High-throughput results deposited in PubChem by NMMLSC.
# Bcl-W Bim block – inhibitors of Bim binding to Bcl-W, primary screen, biochemical, multiplexed, bead-based flow cytometry | inhibition, % at 10 µM | Bim peptide-Bcl-W binding | AID 952, 2007 | actives 0.02% (n = 190,000);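 further: 0% = bound tracer without compound and 100% = peptide blocker; higher means less fluorescent Bim peptide bound to Bcl-W beads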
# Target sequence (Q92843 whole entry, looked up): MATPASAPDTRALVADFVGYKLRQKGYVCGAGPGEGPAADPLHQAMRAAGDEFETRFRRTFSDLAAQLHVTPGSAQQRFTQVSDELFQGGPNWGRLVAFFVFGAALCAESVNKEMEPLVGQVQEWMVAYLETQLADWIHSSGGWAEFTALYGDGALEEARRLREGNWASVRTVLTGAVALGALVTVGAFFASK
# Bim-Bcl-2 – inhibitors of Bim-Bcl-2 binding, primary screen, biochemical, multiplexed, human Bcl-2 family; Apoptosis regulator Bcl-2 (Homo sapiens), P10415; Bead-based flow cytometry, Bim peptide-Bcl-2 binding; inhibition, % at 10 µM; actives 0.06% (n = 190,000); AID 950, 2007; in the data active means inhibition above about 40%; inconclusive means no clear call, values can overlap the other calls;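 further: 0% = no compound wells with probe peptide and 100% = reference peptide inhibitor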
# ABCG2 inh – ABCG2 efflux pump inhibitors, primary screen, multiplex with ABCB1, IgMXP3 cells, flow cytometry | JC-1 efflux | Broad substrate specificity ATP-binding cassette transporter ABCG2 (Homo sapiens), Q9UNQ0 | inhibition, % at 6.6 µM | actives 0.1% (n = 190,000);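 active means inhibition above 80%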;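 further: 0% = DMSO and 100% = nicardipine control wells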
#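 Assay system – ABCG2 IgMXP3 and barcoded ABCB1 CCRF-Adr cell mix · Input – 3 million cells/mL in well · Reagent – JC-1 fluorescent substrate · Compound – single test compound dose, 6.6 µM final · Timing – 10 min exposure at 25 °C with rotation, no wash · Detection – flow cytometry of retained JC-1 fluorescence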
# GSH bead fluor – compound fluorescence on glutathione beads, profiling panel, artefact control, biophysical, 488/530 nm, flow cytometry | fluorescence (KMESF) at 10 µM | actives 0.25% (n = 190,000) | GSH beads flow cytometry, compound fluorescence 488/530 nm; hits give high values; in the data active means fluorescence above about 89;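 further: glutathione beads carrying GST-tagged Bcl family fusion proteins plus one bare bead set; values are compound well signal with DMSO vehicle wells as background; inactives centre near 16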
# RGS7-Gao – RGS7-Galphao binding modulators, primary screen, biochemical, multiplexed bead flow cytometry; Guanine nucleotide-binding protein G(o) subunit alpha (Homo sapiens), P09471; actives lie on both sides; binding response (% of control), % at 10 µM; actives 0.35% (n = 220,000); in the data active means binding response below about 49% or above about 150%; inconclusive means no clear call, values can overlap the other calls; inactive means in between;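 further: fluorescent Galphao held in activated GDP-AlF4 state binding bead-coupled RGS7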
# Target sequence (P09471 whole entry, looked up): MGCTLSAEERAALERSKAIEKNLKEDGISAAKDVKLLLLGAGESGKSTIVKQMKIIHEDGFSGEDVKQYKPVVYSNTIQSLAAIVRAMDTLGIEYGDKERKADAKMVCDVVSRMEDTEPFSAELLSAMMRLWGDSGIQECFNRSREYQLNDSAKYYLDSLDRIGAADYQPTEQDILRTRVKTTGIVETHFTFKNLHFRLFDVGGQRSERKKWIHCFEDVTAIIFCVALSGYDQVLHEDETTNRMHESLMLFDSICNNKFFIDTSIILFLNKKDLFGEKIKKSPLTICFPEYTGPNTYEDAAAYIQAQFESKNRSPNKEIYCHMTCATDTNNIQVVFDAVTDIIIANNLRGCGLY
# ABCB1 inh – ABCB1 efflux pump inhibitors, primary screen, cell-based, multiplex, flow cytometry, ABCG2 counter-screen | ATP-dependent translocase ABCB1 (Homo sapiens), P08183 | CCRF-Adr cells, JC-1 efflux | inhibition, % at 6.6 µM | actives 0.067% (n = 190,000); in the data active means inhibition above about 40%;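 further: 0% = vehicle and 100% = reference inhibitor; higher value means more JC-1 retained so stronger ABCB1 efflux block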
# Avidin bead fluor – green autofluorescence of compounds with avidin beads – biophysical, 488/530 nm, flow cytometry, artefact control, profiling panel; compound fluorescence 488/530 nm; hits give high values; fluorescence (KMESF) at 10 µM; actives 0.38% (n = 220,000); AID 1775, 2009; in the data active means fluorescence above about 47; further: inactives centre near 10
# Bim-Bcl-B – inhibitors of Bim-Bcl-B binding, primary screen, biochemical, multiplexed, human Bcl-2 family; Bcl-2-like protein 10 (Homo sapiens), Q9HD36; bead-based flow cytometry, Bim peptide-Bcl-B binding; inhibition, % at 10 µM; actives 0.073% (n = 190,000); AID 951, 2007;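 further: 0% = tracer peptide without compound and 100% = reference inhibitor peptide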
# Target sequence (Q9HD36 whole entry, looked up): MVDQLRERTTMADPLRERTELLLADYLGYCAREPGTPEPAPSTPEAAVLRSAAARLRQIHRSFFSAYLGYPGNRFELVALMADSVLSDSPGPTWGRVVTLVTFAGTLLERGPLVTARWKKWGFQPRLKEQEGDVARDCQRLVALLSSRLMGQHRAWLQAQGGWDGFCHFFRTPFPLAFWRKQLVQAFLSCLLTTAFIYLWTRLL
# RGS4-Gao reg – modulators of RGS4 binding to Galphao, primary screen, biochemical, multiplexed bead flow cytometry | binding response (% of control), % at 10 µM | actives 0.33% (n = 220,000) | AID 1415, 2008 | Guanine nucleotide-binding protein G(o) subunit alpha (Homo sapiens), P09471 | actives lie on both sides; in the data active means binding response below about 49% or above about 150%; inactive means in between;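 further: fluorescent Galphao activated with aluminum fluoride binding bead-coupled RGS4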
# Bfl-1 Bim block – inhibitors of Bim binding to Bfl-1, primary screen, biochemical, multiplexed, bead-based flow cytometry; Bcl-2-related protein A1 (Homo sapiens), Q16548; Bim-Bfl-1 binding inhibition; inhibition, % at 10 µM; actives 0.12% (n = 190,000); AID 1008, 2008;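 further: 0% = wells without compound plus tracer and 100% = blocker peptide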
# Bcl-XL Bim block – inhibitors of Bim-Bcl-XL binding, primary screen, biochemical, multiplexed, bead flow cytometry, human Bcl-XL; Bcl-2-like protein 1 (Homo sapiens), Q07817; Bim peptide-Bcl-XL binding, fluorescence; inhibition, % at 10 µM; actives 0.04% (n = 190,000); AID 1007, 2008
# * marks the source's active call; other numbers are inactive results; ? = inconclusive. Unless noted, no stated cut-off is given here; in the data, active means inhibition above about 40%.
# Below each SMILES – Bcl-W Bim block, Bim-Bcl-2, ABCG2 inh, GSH bead fluor, RGS7-Gao, ABCB1 inh, Avidin bead fluor, Bim-Bcl-B, RGS4-Gao reg, Bfl-1 Bim block, Bcl-XL Bim block
COc1ccc(C(CC(=O)O)NC(=O)Nc2ccccc2)cc1OC (stereo not given)
  -4, -9, -1, 11, 104, -0.1, 24, -6, 102, -11, -3
Cc1cccc(NC(=S)NNC(=O)c2csc3c2CCCC3)c1
  -2, -4, 2, 7, 98, 0.3, 31, -14, 94, -1, -2
Cc1ccc(S(=O)(=O)N2CCN(C(=O)CSc3nnnn3C)CC2)c(C)c1
  2, -1, 0, 12, 104, 0.5, 12, 0, 104, -3, 1
COc1ccc(C2=NN(c3nc(-c4ccccc4)c(CC(=O)O)s3)C(c3ccco3)C2)cc1 (stereo not given)
  10, 5, -4, 19, 97, -0.8, 8, -6, 95, 7, -1
CS(=O)(=O)N1CCN(c2ccccc2NC(=O)C(c2ccccc2)c2ccccc2)CC1
  1, -8, 9, 40, 105, 4.2, 7, -7, 103, -9, -12
CCN1CNC(=S)N(c2cccc(C)c2C)C1
  -2, 0, 1, 14, 99, 0.5, 33, 0, 98, 0, 0
O=C(CSc1nnnn1C1CC2CCC1C2)Nc1ccnc2ccccc12 (stereo not given)
  -5, 0, 8, 20, 100, 1.6, 20, -5, 100, 4, -3
O=C(c1ccc(-c2nnc(-c3ccccc3)o2)cc1)N1CCCCCC1
  0, -6, 4, 13, 102, 1.1, 32, 0, 99, -2, 2
CCCC(C(=O)c1ccccc1)n1cncn1 (stereo not given)
  -1, -1, 0, 4, 78, 0.2, 2, -1, 70, 7, -4
Cc1nc2c(C(=O)NCc3ccc4c(c3)OCO4)cnn2c(C)c1Cc1ccc(F)cc1Cl
  3, 12, 14, 11, 94, 6.0, 7, 6, 96, 8, 3
C/C(=N\N1C(=O)CSC1=S)c1ccc(Br)cc1
  -1, -1, -2, 9, 98, -1.1, 22, -8, 103, -2, -3
COc1ccc(-n2c(=O)cc(N3CCc4ccccc43)[nH]c2=O)cc1
  -4, 3, 1, 24, 98, 0.6, 7, -7, 100, -2, -8
O=c1c2ccccc2nnn1CSc1ncnc2ccccc12
  -2, 0, 12, 28, 101, 1.0, 9, -5, 98, -4, -2
CCOC(=O)N1CCN(S(=O)(=O)c2cc([N+](=O)[O-])c(C)cc2C)CC1
  -1, -4, -1, 10, 100, 1.3, 9, -3, 104, -7, -4
CC(C)(C)C(=O)NC(=S)NNC(=O)c1ccc(Cl)cc1Cl
  -3, 2, 0, 24, 102, -0.1, 9, -5, 100, -4, -3

# Additional entries
# Below each SMILES – Bcl-W Bim block, Bim-Bcl-2, ABCG2 inh, GSH bead fluor, RGS7-Gao, ABCB1 inh, Avidin bead fluor, Bim-Bcl-B, RGS4-Gao reg, Bfl-1 Bim block, Bcl-XL Bim block
CCCc1cc(NC(=O)CCl)n(-c2ccccc2)n1
  4, 2, 0, 17, 100, -0.2, 11, 5, 99, 0, 2
Cc1cc(=O)oc2c(CN3CCC(C)CC3)c(O)c(Cl)cc12
  -9, -12, 1, 69, 95, 0.2, 8, -8, 96, -6, -6
CN(CC(=O)N1CCN(Cc2ccccc2)CC1)S(=O)(=O)c1cccc2nsnc12
  -2, 0, 1, 12, 106, 0.0, 5, 3, 98, 0, -2
Clc1cccc(Nc2nc(-c3cccnc3)cs2)c1
  -1, 0, 7, 10, 100, 0.8, 10, -2, 104, -5, -1
COc1ccccc1C(=O)NCC(=O)OCC(=O)c1ccc2c(c1)-c1ccccc1C2
  -2, -9, -1, 12, 98, -0.2, 11, -9, 101, -14, -3
O=C(NNC(=O)c1ccccc1[N+](=O)[O-])c1ccco1
  0, -1, 1, 14, 100, 0.4, 11, -2, 102, -6, -1
COc1cc(/C=C(/NC(=O)c2ccccc2Cl)C(=O)O)cc(OC)c1OC
  -1, -13, 3, 24, 104, 0.5, 12, -7, 103, -19, -4
COc1cccc(C(=O)CSc2nc3ccccc3n2CC(=O)N2CCOCC2)c1
  -5, -7, 12, 26, 98, 2.0, 37, -3, 100, -5, -7
CCC(=O)N(CCC(c1ccccc1)c1ccco1)Cc1cccs1 (stereo not given)
  2, 0, 1, 14, 96, 0.7, 31, 0, 94, -2, -1
O=[N+]([O-])c1cccc(-c2cn(-c3ccccc3)c(=S)[nH]2)c1
  1, -1, -1, 7, 106, -0.8, 22, -28, 107, 1, -2
CCCCN1/C(=C/c2ccc3ccccc3[n+]2CC)Sc2ccccc21
  4, 7, 121*, 24, 106, 20, 13, 0, 102, 1, 1
NS(=O)(=O)c1ccc(CCNC(=O)COC(=O)CC(c2ccccc2)c2ccccc2)cc1
  -1, 2, 3, 13, 95, -0.3, 8, 2, 96, -2, 0
C=CCn1c(SCC(=O)OCc2ccccc2)nc2c1c(=O)n(C)c(=O)n2C
  0, -2, 0, 15, 101, 0.2, 5, -2, 102, -7, -4
COc1ccc(N2CC(C)Cn3c2nc2c3c(=O)n(Cc3ccccc3F)c(=O)n2C)c(OC)c1 (stereo not given)
  -1, -1, 4, 29, 120, 1.9, 54*, -4, 103, -1, 0
COC(=O)C1=C(NC(=O)c2ccc(C)c(C)c2)CCS1
  0, -1, 1, 6, 101, 0.2, 12, 1, 102, -6, -1

# Further records:
smiles	Bcl-W Bim block	Bim-Bcl-2	ABCG2 inh	GSH bead fluor	RGS7-Gao	ABCB1 inh	Avidin bead fluor	Bim-Bcl-B	RGS4-Gao reg	Bfl-1 Bim block	Bcl-XL Bim block
C=CCN=C(C)C1=C(O)C(C)OC1=O (stereo not given)	-2	-8	0	16	102	0.2	14	-9	98	-15	-7
CCOC(=O)c1ccc(S(=O)(=O)N2CCN(C(C)=O)CC2)cc1	0	0	6	15	96	0.7	10	1	94	5	2
CC1=CC(C)=Nc2ccccc2N1	0	2	0	8	97	-0.1	15	0	95	-2	-3
CCOC(=O)c1cc(C(=O)NN)c(C)nc1C	-4	-5	0	10	98	4.2	2	-9	95	-4	-4
O=C(NCc1n[nH]c(=S)n1-c1ccccc1)c1ccc(S(=O)(=O)N2CCOCC2)cc1	-3	-2	0	5	96	0.0	11	-6	102	-4	-2
CCN(CC(=O)NCc1cccs1)S(=O)(=O)c1ccc(NC(C)=O)cc1	0	-2	1	9	?	0.6	12	-4	99	-8	0
Cc1ccc2c(c1)cc1c(=O)[nH]ncn12	2	0	3	11	99	0.1	31	-1	97	-5	2
Cc1ccc(C(=O)N/C(=C\c2ccccc2)C(=O)NCC2CCCO2)cc1 (stereo not given)	-3	-8	2	15	99	0.1	20	-8	98	-6	-6
CCOC(=O)c1ccc(NC(=O)CC2S/C(=N/N=C3/NC(=O)CS3)NC2=O)cc1 (stereo not given)	0	0	2	21	78	-0.2	4	-2	83	-4	-1
Cc1ccc2nc(SCc3cn4cccnc4n3)[nH]c2c1	-7	-6	12	11	100	0.0	10	-5	103	-5	-11
COc1ccc(C)cc1S(=O)(=O)NCCc1ccccc1	4	-6	2	41	99	0.2	6	-4	101	-10	-1
Cc1ccc(NC(=O)COc2ccc(C3SCCS3)cc2)cc1	-2	1	1	6	98	0.2	2	-1	102	-1	-5
O=C(CSc1ccccc1)Nc1nc2ccccc2[nH]1	0	-3	4	15	98	-1.2	21	-9	100	-12	-6
COc1ccc(OCC(=O)N/N=C(\C)c2ccc(OC)cc2)cc1	0	0	5	26	93	0.3	9	-3	96	-5	0
CC1=CC(=C2C(=O)c3ccccc3C2=O)C=C(C)O1	3	-9	11	24	103	0.9	12	-7	101	-11	-4
O=C(NCc1ccco1)C(c1ccccc1)N(C(=O)Cc1cccs1)c1ccccc1F (stereo not given)	0	0	3	12	104	0.6	41	-1	101	0	0
COc1cc(OC)c(Nc2cc(C)nc3nc(C)nn23)cc1Cl	1	-9	6	21	101	0.8	8	-3	98	-11	-1
COC(=O)c1ccc(NC(=O)CCN2CCN(Cc3ccccc3)CC2)cc1	-4	-4	9	13	99	3.7	24	-6	100	-4	-4
CC(C)=CCCC1(C)C=Cc2c(ccc3c2[nH]c2cc(O)c(C)cc23)O1 (stereo not given)	-8	2	-2	19	100	-1.6	5	1	99	2	-6
COc1ccccc1CNC(=O)Nc1cccs1	0	-11	10	21	101	-0.2	37	-7	102	-17	-6
Cc1ccc(C)c(N2CCN(C(=O)c3ccccc3Br)CC2)c1	-4	-3	1	18	98	0.3	16	-8	98	-2	-1
O=C(Nc1cccc(NC(=O)c2ccco2)c1)c1ccc2c(c1)OCCO2	-3	0	3	24	91	1.3	10	-2	97	-1	-1
CC1CC(C)CN(C(=S)Nc2ccc(SC(F)F)cc2)C1 (stereo not given)	-5	-6	16	15	108	-0.1	7	-12	100	-12	-6
